# Bioassay records from PubChem.
# GAA glycogen = qHTS Assay for Inhibitors and Activators of Human alpha-Glucosidase Cleavage of Glycogen | Lysosomal alpha-glucosidase (Homo sapiens), P10253 | recombinant GAA, glycogen substrate, Amplex Red glucose oxidase fluorescence | Potency, µM (top dose mostly 76.4 µM), without a hit: at the top dose activity change, negative = inhibition, usual class: inhibitors | hit rate 0.38% among 300,000 | AID 2100, 2009; active = well fitted inhibition curve with a large enough effect; inconclusive = small, poorly fitted or top-dose-only effect, or another doubt; inactive = no such curve, though single readings can be large or run the other way;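 also: 0% = full enzyme reaction and -100% = no-enzyme basal signal; the screen sought inhibitors and activators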
#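 Recombinant enzyme (4 nM final) with compounds titrated up to 77 uM and bovine liver glycogen (30 ug) in citrate pH 5.0, 0.01% Tween-20, 37 C 40 min. Released glucose detected by Amplex Red/glucose oxidase (Ex 573/Em 610); AC50 from Hill fits.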
# The depositor's hits bear a star; ? = inconclusive; & = joins results of further samples; [ ] = remark or other dose. Potency is read from the fitted curve at half-maximal effect. This is a subset, so the mix of outcomes need not match the whole.
mol,GAA glycogen
Cc1cnc(CNC(=O)CC2C(=O)NCCN2Cc2ccccc2F)cn1 (stereo not drawn),-6%[76.3 µM]
CCCCOc1ccc(Cn2c(=O)oc3ccc(C)cc32)cc1,-7%[76.3 µM]
CCCN1C(=O)c2[nH]nc(-c3ccc(F)cc3)c2C1c1ccccn1 (stereo not drawn),17%[76.3 µM]
COC(c1ccccc1)c1nc2ccccc2[nH]c1=O (stereo not drawn),4%
C#CCOc1ccc(C2C3=C(CC(C)(C)CC3=O)N(CC(=O)O)C3=C2C(=O)CC(C)(C)C3)cc1,3%[76.3 µM]
Cc1c(CC(=O)N2C[C@H]3C[C@@H](C2)c2cccc(=O)n2C3)c(=O)oc2cc3occ(C(C)(C)C)c3cc12,15%[76.3 µM]
COc1ccc(Cl)cc1NC(=O)CN1C(=O)NC2(CCCC2)C1=O,3%
CN(c1ccc(C(=O)N2CCOCC2)cc1)S(=O)(=O)c1cccs1,12%
Cc1ccc(C)c(N2CCN(C(=O)Cn3nc(C)c4sc5ccccc5c4c3=O)CC2)c1,4%[76.3 µM]
O=C(NCCCN1CCOCC1)/C(=C/c1ccco1)NC(=O)c1ccccc1,8%
Cc1ccc(C)c(NC(=O)CCN2CC(C)CC(C)C2)c1 (stereo not drawn),20%[76.3 µM]
CCN(CC)CCOC(=O)c1ccc(Nc2c3c(nc4ccccc24)CCC3)cc1,14%[76.3 µM]
O=C1CSCC(=O)N1Cc1ccc(Cl)cc1Cl,-11%
COc1ccc(OC)c(CCNC(=O)CN2C(=O)COc3ccc(S(=O)(=O)N4CCOCC4)cc32)c1,-4%[76.3 µM]
Clc1ccccc1CSc1nncn2c1cc1occc12,0%[76.3 µM]
COCCNC(=S)N1CCC(C(=O)c2ccc(C)cc2)CC1,-7%[76.3 µM]
CCOC(=O)c1c(C)[nH]c(C(=O)OCc2ccccc2)c1C,-4%[76.3 µM]
Cc1ccc(NC(=O)c2sc3nc(-c4cccs4)ccc3c2N)cc1F,15%[76.3 µM]
Cc1nonc1CC(=O)NC1CC(C)(C)Cc2c1cnn2-c1ccc(F)cc1 (stereo not drawn),-2%[76.3 µM]
Cc1ccc(NC(=O)CN2C(=O)NC(C)(c3ccc(Cl)cc3)C2=O)cc1 (stereo not drawn),0%[76.3 µM]

# 6 neighbouring compounds from above, quoted:
mol,GAA glycogen
Cc1ccc(C)c(NC(=O)CCN2CC(C)CC(C)C2)c1 (stereo not drawn),20%[76.3 µM]
CCN(CC)CCOC(=O)c1ccc(Nc2c3c(nc4ccccc24)CCC3)cc1,14%[76.3 µM]
O=C1CSCC(=O)N1Cc1ccc(Cl)cc1Cl,-11%
COc1ccc(OC)c(CCNC(=O)CN2C(=O)COc3ccc(S(=O)(=O)N4CCOCC4)cc32)c1,-4%[76.3 µM]
Clc1ccccc1CSc1nncn2c1cc1occc12,0%[76.3 µM]
COCCNC(=S)N1CCC(C(=O)c2ccc(C)cc2)CC1,-7%[76.3 µM]

# The results go on.
mol,GAA glycogen
COc1ccc(NS(=O)(=O)c2nnc(NC(=O)c3ccccc3F)s2)cc1,16%&-14%[76.3 µM]
Cc1ccc(C)c(OCc2cc(C(=O)NC(C)c3cnn(C)c3)no2)c1 (stereo not drawn),-4%[76.3 µM]
C[C@H](NC(=O)c1nc[nH]c1C(=O)N[C@@H](C)C(=O)OC(C)(C)C)C(=O)OCc1ccccc1,2%[76.3 µM]
CCOc1ccc(S(=O)(=O)N2CCN(S(=O)(=O)c3ccc(C)c(C)c3)CC2)cc1,4%
CCOc1ccc(S(=O)(=O)N(C)CC(=O)N2CCN(CC)CC2)cc1,12%
Cc1cc(C)c2oc(C(=O)Nc3sc4c(c3C(=O)NCc3ccco3)CCC4)cc(=O)c2c1,17%[76.3 µM]
Cc1ccccc1CC1SC(N=C(N)N)=NC1=O (stereo not drawn),-4%[3.05 µM]
CSCCNC(=O)c1ccc(OC2CCN(S(=O)(=O)N(C)C)CC2)cc1,14%[76.3 µM]
Cc1ccc(C)c(SCC(=O)NNC(=O)c2ccccc2)c1,8%
O=C(O)Cn1c(=O)c2c3c(sc2n(Cc2ccc(F)cc2)c1=O)CCCC3,5%
Cc1ccccc1NC(=O)CSc1ccc2nnc(-c3ccccn3)n2n1,5%[76.3 µM]
CC(C)(C)c1ccc(/C=C/C(=O)Nc2ccc(S(N)(=O)=O)cc2)cc1,-5%[76.3 µM]
COc1cccc(-n2c(SCC(=O)NCC3CCCO3)nc3c(c2=O)SCC3)c1 (stereo not drawn),-3%[76.3 µM]
CCc1c(C(=O)NNC(=O)Nc2ccc3c(c2)OCO3)csc1C,-10%[76.3 µM]
CC1CCCN(C(=O)c2cc(S(=O)(=O)N3CCCCC3)c[nH]2)C1 (stereo not drawn),1%[76.3 µM]
CCn1c(CC(=O)Nc2ccccc2C)nnc1SCC(=O)NC1=NCCS1,1%
Cc1cc(C)nc(NC(=O)Cc2ccc(Cl)cc2)c1,2%[76.3 µM]
Cc1c(Br)c([N+](=O)[O-])nn1CC(=O)Nc1ccc2nc3n(c(=O)c2c1)CCCC3,-5%[76.3 µM]
Cc1ccc(C(=O)c2cn(Cc3cc(C)ccc3C)c3nc(C)ccc3c2=O)cc1,-11%[76.3 µM]
FC(F)(F)c1cccc(N2CCN(c3nc4ccccc4n4cnnc34)CC2)c1,-17%[76.3 µM]
CN(Cc1nc2ccccc2[nH]1)C(=O)C1CCC(=O)N(CCc2cccc(F)c2)C1 (stereo not drawn),-7%[76.3 µM]
OCC1(Cc2ccccc2F)CCCN(CCc2ccccc2)C1 (stereo not drawn),0%[76.3 µM]
CN1CCN(C(=O)c2ccccc2NC(=O)c2ccccc2Br)CC1,1%[76.3 µM]
CCOC(=O)CSc1nc2sc3c(c2c(=O)n1Cc1ccccc1)CCC(C(C)(C)C)C3 (stereo not drawn),2%[76.3 µM]
Cc1ccc(-c2c3c(=O)n(C)c(=O)n(C)c3c3c(C)nc4ccccc4n23)cc1,12%[76.3 µM]
COc1ccccc1NC(=O)C/C(C)=N/NC(=O)c1ccccn1,-26%
COc1ccccc1/C=C/c1nc(C#N)c(NCC(C)C)o1,?
CN(CC(=O)Nc1ccc(F)cc1)C(=O)Cn1nnc(-c2ccccc2)n1,5%[76.3 µM]
CN(CCOc1ccccc1)C(=O)C1CCC(=O)N(CCCN2CCOCC2)C1 (stereo not drawn),-5%[76.3 µM]
CCOc1ccc(NC(=O)C2CCCN(c3ccc(Sc4ccc(C)cc4)nn3)C2)cc1 (stereo not drawn),-5%[76.3 µM]
CCN(CC(=O)NCc1cccs1)C(=O)c1cccc(S(=O)(=O)Nc2ccccc2OC)c1,0%[76.3 µM]
Cc1cccc(-c2noc(CN(C)C(=O)c3ccc4c(c3)OCO4)n2)c1,1%[76.3 µM]
COc1ccc(N(CC(=O)Nc2cc(Cl)ccc2OC)C2=NC3CS(=O)(=O)CC3S2)cc1 (stereo not drawn),15%[76.3 µM]
COc1ccc(NC(=O)Cn2c(=O)n(Cc3ccco3)c(=O)c3sc4ccccc4c32)cc1OC,5%[76.3 µM]
Cc1nnc(NCCc2ccccc2)c2ccccc12,1%
Cc1cccc(C(=O)Nc2c(C(=O)N(C)C)cnn2-c2ccccc2)c1,10%[76.3 µM]
O=C(/C=C/Nc1ccccc1)c1ccc(Cl)cc1Cl,-9%[76.3 µM]
Clc1ccc(Sc2ccccn2)cc1,0%[76.3 µM]
N#Cc1ccccc1Cn1c(=O)n(-c2ccccc2)c(=O)c2c3c(sc21)CCC3,19%[76.3 µM]
Cc1cccc(OCc2nnc(SCCC(=O)O)n2-c2ccccc2)c1,8%[76.3 µM]

# (further entries)
Compound | GAA glycogen
COc1ccc([N+](=O)[O-])cc1-c1[nH]c(-c2ccc(C(=O)O)cc2)nc1-c1ccccc1 | 16%[76.3 µM]
Cc1ccccc1NC(=O)c1nc(-c2ccncc2)no1 | 14%[76.3 µM]
O=c1cc(COc2ccccc2Cl)nc2scc(-c3ccccc3)n12 | 11%[76.3 µM]
O=C(CCCCCNC(=O)N1CCn2c1nc1ccccc12)N[C@H](C(=O)O)c1ccccc1 | -6%[76.3 µM]
Cc1ccc(NC(=O)C2(S(=O)(=O)c3ccc(Cl)cc3)CC2)cc1 | -9%
Cc1ccc(-n2c3c(c(=O)[nH]c2=O)C(NC(=O)c2ccccc2F)(C(F)(F)F)C(=O)N3)cc1C (stereo not drawn) | 12%[76.3 µM]
CCc1ccccc1N1CC(c2nc3ccccc3n2CCCCOc2ccccc2)CC1=O (stereo not drawn) | -21%[76.3 µM]
O=C(Nc1ccc2nc(SCC(=O)N3CCOCC3)sc2c1)c1cccc(F)c1 | 15%[76.3 µM]
Cc1cccc(CC(=O)N2CC(=O)Nc3ccc(F)cc3C2c2ccccc2)c1 (stereo not drawn) | 9%[76.3 µM]
CCC(C)c1ccc(NC(=O)c2ccco2)cc1 (stereo not drawn) | -7%[76.3 µM]
CCN(CC)CCNC(=O)CCN1N=C(c2ccccc2)CCC1=O | 9%
CCCc1cc(=O)oc2c(C)c(OCC(=O)N3C[C@H]4C[C@@H](C3)c3cccc(=O)n3C4)ccc12 | -11%[76.3 µM]
CC(=O)NN1C(=O)c2ccccc2NC1c1cccc([N+](=O)[O-])c1 (stereo not drawn) | 0%
Cc1ccc(C)c(C2C(=O)c3ccccc3C2=O)c1 | -4%
COc1ccc(S(=O)(=O)NC2CC3CCC2C3)cc1 (stereo not drawn) | 16%[76.3 µM]
COc1ccc(-c2noc(COc3ccc(Br)cc3C)n2)cc1OC | -6%[76.3 µM]
CCOc1ccccc1N(CC(=O)Nc1cccc(OC)c1)S(=O)(=O)c1ccccc1 | 1%[76.3 µM]
Cc1[nH]c2ccccc2c1C(c1ccccc1)c1ccc(Cl)s1 (stereo not drawn) | -22%[76.3 µM]
COc1ccc(NC(=O)CN(C)S(=O)(=O)c2ccc3c(c2)CC(C)N3C(C)=O)c(OC)c1 (stereo not drawn) | -6%[76.3 µM]
CCOC(=O)C1=C(COc2ccccc2)NC(=O)NC1c1ccc(Cl)cc1 (stereo not drawn) | -9%[76.3 µM]
O=C(Nc1cccc(NC(=O)c2ccccc2Cl)c1)c1ccc([N+](=O)[O-])o1 | 14%
CCc1ccc(S(=O)(=O)c2nnn3c2nc(Nc2cc(OC)ccc2OC)c2sccc23)cc1 | 3%[76.3 µM]
CS(=O)(=O)N(CCc1ccccc1)CC(=O)Nc1ccc(Br)cc1F | 2%[76.3 µM]
COc1ccc(CNC(=O)C2CCN(C(=O)N3CCOc4ccc(Cl)cc43)CC2)cc1 | 14%[76.3 µM]

# Sorted by molecular weight (rising): part of the list above.
Compound | GAA glycogen
Cc1ccc(C)c(C2C(=O)c3ccccc3C2=O)c1 | -4%
COc1ccc(S(=O)(=O)NC2CC3CCC2C3)cc1 (stereo not drawn) | 16%[76.3 µM]
O=C(Nc1cccc(NC(=O)c2ccccc2Cl)c1)c1ccc([N+](=O)[O-])o1 | 14%
CCOC(=O)C1=C(COc2ccccc2)NC(=O)NC1c1ccc(Cl)cc1 (stereo not drawn) | -9%[76.3 µM]
COc1ccc(-c2noc(COc3ccc(Br)cc3C)n2)cc1OC | -6%[76.3 µM]
COc1ccc(CNC(=O)C2CCN(C(=O)N3CCOc4ccc(Cl)cc43)CC2)cc1 | 14%[76.3 µM]
COc1ccc(NC(=O)CN(C)S(=O)(=O)c2ccc3c(c2)CC(C)N3C(C)=O)c(OC)c1 (stereo not drawn) | -6%[76.3 µM]

# (more compounds)
Compound | GAA glycogen
CC1c2cc3c(cc2CCN1C(=O)c1ccc(Br)cc1)OCCCO3 (stereo not drawn) | -9%[76.3 µM]
COc1cccc(CNC(=O)c2ccc(CSc3nc4ccncc4n3Cc3cccc(C)c3)cc2)c1 | -2%[76.3 µM]
CCOC(=O)c1ccccc1NC(=O)N1CCC(CN2CCCCC2)CC1 | 8%[76.3 µM]
CCOCCCn1c(=N)c(C(=O)NCc2cccnc2)cc2c(=O)n3cc(C)ccc3nc21 | 14%[76.3 µM]
CCn1cc(C(=O)N[C@@H](CCSC)C(=O)NC(C)(C)CO)c(=O)c2cc3c(cc21)OCO3 | -5%
CC(C)OCCCN1C(=O)c2[nH]nc(-c3ccccc3O)c2C1c1ccccc1F (stereo not drawn) | -6%[76.3 µM]
CCCn1cc(S(=O)(=O)c2ccc(CC)cc2)c(=O)c2cc(F)c(N3CCN(C)CC3)cc21 | -5%[76.3 µM]
CCC12CN3CC(C)(CN(C1)C3c1ccc(O)cc1O)C2=O (stereo not drawn) | -8%[76.3 µM]
CC1CCCC(C)N1/N=C/c1cccc([N+](=O)[O-])c1 (stereo not drawn) | 18%[76.3 µM]
CCC1CN(C(=O)Nc2cc(Cl)c(OC)cc2OC)c2ccccc2O1 (stereo not drawn) | 16%[76.3 µM]
CCOC(=O)N1CCN(S(=O)(=O)c2ccc(Br)cc2)CC1 | 5%[76.3 µM]
CCc1cccc(NS(=O)(=O)c2c(C)nc3sc(CC)nn3c2=O)c1 | -14%&5%[76.3 µM]
O=C(NCCO)c1ccc(-c2nnc(Nc3ccc(O)cc3)c3ccccc23)cc1 | ?
CCC(=O)N1CCc2cc(S(=O)(=O)NCCC(=O)NCc3ccc(C)cc3)ccc21 | -4%[76.3 µM]
Cc1nn2c(N)c(-c3ccccc3)cnc2c1-c1ccccc1 | 2%[76.3 µM]
Cn1c2ccccc2c(=O)c2ccc(C#Cc3ccc(N)cc3)cc21 | 16%[76.3 µM]
CC(C)Cn1c(=O)c2ccccc2n2c(CCC(=O)NCc3ccccn3)nnc12 | 0%[76.3 µM]
COc1ccccc1C(=O)NNC(=O)c1ccc(C)cc1 | -5%[76.3 µM]
COc1ccc(NC(=O)CSc2nc3c(sc4ccccc43)c(=O)n2CCCN2CCCC2)cc1 | -10%[76.3 µM]
Cc1ccc(COc2ccc3oc(-c4ccccc4)c(C(=O)O)c3c2)cc1 | 0%[76.3 µM]
